ALDH1A1 inh – blocks purified human ALDH1A1 activity | AID 1030 | Purified ALDH1A1, NADH fluorescence, propionaldehyde substrate | Potency, µM (doses to about 75.3 µM), inactives show top-dose activity, negative = inhibition, most hits filed as inhibitors | 7.3% of 220,000 active; active = well fitted inhibition curve with a large enough effect, not every such curve was filed as active; inconclusive = small, poorly fitted or top-dose-only effect, or another doubt; inactive = no such curve, though single readings can be large or run the other way;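 also: plate controls were no enzyme wells and a reference inhibitor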
Target sequence (P00352 whole entry, looked up): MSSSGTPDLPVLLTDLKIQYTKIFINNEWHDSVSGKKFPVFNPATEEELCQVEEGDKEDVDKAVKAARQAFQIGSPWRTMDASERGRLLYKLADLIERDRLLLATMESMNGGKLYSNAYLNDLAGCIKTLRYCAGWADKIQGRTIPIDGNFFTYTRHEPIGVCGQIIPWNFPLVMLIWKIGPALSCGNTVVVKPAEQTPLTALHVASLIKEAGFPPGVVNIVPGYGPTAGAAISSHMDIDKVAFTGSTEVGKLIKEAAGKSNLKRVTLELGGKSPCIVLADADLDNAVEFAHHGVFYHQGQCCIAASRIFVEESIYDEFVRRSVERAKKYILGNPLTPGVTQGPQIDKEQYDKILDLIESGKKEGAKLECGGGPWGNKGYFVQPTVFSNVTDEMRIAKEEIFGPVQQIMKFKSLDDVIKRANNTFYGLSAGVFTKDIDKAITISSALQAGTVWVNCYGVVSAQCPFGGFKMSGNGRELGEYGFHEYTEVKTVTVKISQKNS
SMN2 splice enh – enhancers of SMN2 splice variant expression; HEK293 SMN2-luciferase splicing reporter, luminescence, 30-36 h; Potency, µM (highest dose often 46.1 µM), without a hit: at the highest dose activity change, positive = activation, hits mostly activators; 2.8% of 210,000 active; AID 1458; also: % of control where 0% means no effect; nearly all actives have a fitted effect of over 55% in size
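HEK293 cells carry an SMN2 […]–luciferase reporter in which exon 7 inclusion puts luciferase in frame. Cells were plated 10-12 h before compound addition, then incubated 30-36 h at 37C. ONE-Glo luminescence was read; sodium butyrate at 4.5 mM final served as control.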
L3MBTL1 block – inhibitors of human L3MBTL1; AlphaScreen L3MBTL1–H3K9me1 peptide binding; Potency, µM (titrated, usually from 57.1 µM), inactives show top-dose activity, negative = inhibition, usual class: inhibitors; 0.66% of 230,000 active; AID 485360; also: % is scaled to controls: 0 for no effect and ±100 for the full control effect; nearly all actives have a fitted effect of over 60% in size
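AlphaScreen assay: L3MBTL1 (50 nM final) was preincubated 30 min at room temperature with biotinylated H3(1-15)K9me1 peptide (75 nM final), then 30 min with library compounds; streptavidin donor and nickel chelate acceptor beads (10 ug/mL final) added, 30 min dark.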
Lamin A splicing – LMNA splicing modulation. 0.01% of 200,000 active. HeLa LMNA splicing GFP/RFP minigene ratio, 48 h. AID 1487. Potency, µM (series often up to 46.1 µM), inactives show at the top dose ratio change, negative = inhibition, most hits filed as inhibitors; active = well fitted inhibition curve with a large enough effect in the signal ratio, with a control signal flat, not every such curve was filed as active; inconclusive = small, poorly fitted or top-dose-only effect, or effect the other way, or a change in a side signal; the % refers to the signal ratio; also: % is scaled to controls: 0 for no effect and ±100 for the full control effect
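S3 HeLa cells stably expressing lamin A-EGFP splicing minigene plus DsRed2, 600 cells/well, 48 h compound exposure at 37C. Laser-scanning cytometry; analysed as GFP (500-530 nm)/RFP (575-640 nm) total intensity ratio; 0.5% DMSO vehicle.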
Tau ThT inhib – inhibitors of human tau fibril formation, thioflavin T binding; recombinant tau K18 P301L (four-repeat tau fragment), heparin-induced fibrillization, ThT fluorescence; Potency, µM (series often up to 57.4 µM), inactives show at the highest dose activity, negative = inhibition, usual class: inhibitors; 2.1% of 270,000 active; P10636; also: % is scaled to controls: 0 for no effect and ±100 for the full control effect; nearly all actives have a fitted effect of over 55% in size
Target sequence (P10636 561-689 P618L limits assumed): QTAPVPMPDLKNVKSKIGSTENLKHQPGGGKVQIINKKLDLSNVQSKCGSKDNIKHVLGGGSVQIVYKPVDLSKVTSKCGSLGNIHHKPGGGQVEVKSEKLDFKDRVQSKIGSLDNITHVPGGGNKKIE
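In this qHTS, human K18 P301L tau is incubated with compound and heparin for 6 hr at 37 C, and Thioflavin T fluorescence then reports fibril load.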
RECQ1 inh – RECQ1 (human) helicase inhibition. RECQ1 DNA unwinding, red fluorescence kinetic read. Potency, µM (top dose mostly 57.3 µM), for inactives: top-dose activity, negative = inhibition, hits mostly inhibitors. 0.54% of 240,000 active. AID 2549;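 also: plate controls were vehicle for no effect and no enzyme for full effect; nearly all actives have a fitted effect of over 30% in size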
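RECQ1T1 50 nM; forked duplex (20 bp + 30-nt ss tails) 200 nM, ATP 2 mM final; pH 8.0, 2 mM MgCl2, 2.5 ug/ml poly(dI-dC); 15 min compound preincubation; discontinuous kinetic read over 2 h at RT.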
Luc counter – counter-screen: inhibitors of Kinase-Glo firefly luciferase | Q27757 | Kinase-Glo luciferase, ATP luminescence, 8 min | Potency, µM (doses to about 38.3 µM), for the others: at the top dose activity change, negative = inhibition, most hits filed as inhibitors | 0.28% of 200,000 active; also: % is scaled to controls: 0 for no effect and ±100 for the full control effect; nearly all actives have a fitted effect of over 60% in size
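Luminescence was the read-out, taken after 8-minute incubation at ambient temperature. Luciferase turned over luciferin with 10 uM ATP in imidazole pH 7.2 buffer containing KCl, MgCl2, Tween 20 and BSA.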
KDM4E inh – JMJD2E (human) inhibition; B2RXH2; JMJD2E catalytic domain, FDH-coupled NADH fluorescence (FDH is formaldehyde dehydrogenase); Potency, µM (highest dose often 57.1 µM), for inactives: at the top dose activity change, negative = inhibition, most hits filed as inhibitors; 1.6% of 230,000 active; AID 2147; active = well fitted inhibition curve with a large enough effect, not every such curve was filed as active; inconclusive = small, poorly fitted or top-dose-only effect, or another doubt; inactive = no such curve, though single readings can be large or run the other way;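 also: 0% = wells with enzyme and -100% = buffer wells without enzyme; nearly all actives have a fitted effect of over 50% in size; many of its hits are not listed in these tables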
Target sequence (B2RXH2 1-337 limits assumed): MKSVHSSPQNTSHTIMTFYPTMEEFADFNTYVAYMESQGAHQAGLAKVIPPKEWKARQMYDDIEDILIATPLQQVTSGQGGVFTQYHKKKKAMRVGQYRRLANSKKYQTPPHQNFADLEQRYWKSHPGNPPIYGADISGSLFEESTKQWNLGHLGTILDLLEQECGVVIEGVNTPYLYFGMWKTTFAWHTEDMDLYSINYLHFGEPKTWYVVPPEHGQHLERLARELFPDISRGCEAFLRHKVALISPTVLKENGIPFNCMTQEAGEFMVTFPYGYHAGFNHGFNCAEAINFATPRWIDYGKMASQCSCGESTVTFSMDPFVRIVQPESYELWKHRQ
Active calls of the source: *; i = inactive; ? = inconclusive; nt = no result given; [ ] = another dose, or the depositor's remark. Unless noted, calls follow the shape of the dose curve; as a rule, active = well fitted curve in the direction sought with a large enough effect; inconclusive = small, poorly fitted or top-dose-only effect, or another doubt; inactive = no such curve, though single readings can be large; an effect the other way counts as inactive or inconclusive. Potency is read from the fitted curve at half-maximal effect.

SMILES	ALDH1A1 inh	SMN2 splice enh	L3MBTL1 block	Lamin A splicing	Tau ThT inhib	RECQ1 inh	Luc counter	KDM4E inh
O=C(c1cccc(F)c1)N1CCN(C(=O)c2cc3ncc(Br)cn3n2)CC1	?	18%	nt	16%	-9%	i	1%	4%
Clc1ccc(-c2nnc(C3CC3)o2)cc1	nt	nt	5%	nt	3%	14%	nt	-5%
COCC(=O)NC1CCN(CC(=O)Nc2ccc(OC)cc2[N+](=O)[O-])CC1	13µM*	-9%	11%	6%[0.0737 µM]	-4%	i	2%	0%
CCOC(=O)c1nnn(-c2ccc([N+](=O)[O-])cc2)c1C	-1%	-15%	nt	nt	?	-12%	3%	-4%
CCCNC(=O)c1nn2cc(Br)cnc2c1Cl	1%	4%	-7%	?	-12%	-3%	3%	-3%
CCNC(=O)c1ccc(OCC(=O)Nc2ccc(F)cc2)c(OC)c1	2%	nt	nt	nt	-15%	-15%	nt	-3%
CNC(=O)c1csc(-c2ccccc2)n1	-7%	6%	3%	12%	-8%	-9%	-9%	3%
CCOc1ccc(NC(=O)c2ccc(NC(=O)c3cn4c5c(c(N6CCN(C)CC6)c(F)cc5c3=O)OCC4C)cc2)cc1 (stereo unspecified)	?	9%	-5%	-1%	-8%	i	-3%	?
Cc1cc(N)n(-c2ccc(C(=O)O)cc2)n1	-2%	-6%	-4%	8%[46 µM]	0%	i	-9%	-13%
CN(C)CCOc1ccccc1C(C)(C)C	?	-37%	nt	12%	-6%	-10%	-1%	?
Cc1nnc(NC(=O)Nc2cccc(Cl)c2)s1	7%	28%	14%	?	0%	-4%	2%	5%
O=C(NC1CCCCC1)NC1CC2CCCC(C1)N2C1CCCC1 (stereo unspecified)	-2%	-11%	-2%	0%	-5%	-4%	-1%	-1%
COC(=O)c1cn(C(=O)OC)c2ccccc12	-7%	-1%	-8%	1%	-7%	0%	5%	-1%
Cc1nn(C(=O)c2cccnc2)c(C)c1C	-2%	2%	8%	5%	-12%	i	-1%	2%
Cc1ccc2nsnc2c1NC(=O)c1ccccc1[N+](=O)[O-]	11%	-30%	-19%	?	9%	4%	-2%	4%
CCCCn1c(=O)c(C(=O)OCC)c(O)c2ccccc21	-11%	13%	10%	?	-1%	-6%	1%	?
COc1cc2c(cc1OC)CN(CC(=O)Nc1ccc(C#N)cc1)CC2	?	-21%	nt	1%	-13%	11%	1%	?
O=C(NNCC(O)COc1ccccc1)c1ccccc1 (stereo unspecified)	-1%	9%	4%	5%	-3%	-5%	-1%	11%
Cc1ccc(C)n1NC(=O)c1ccccc1Cl	-8%	nt	nt	-3%	?	i	4%	4%
O=C(Cn1cnc2cc([N+](=O)[O-])ccc2c1=O)NCc1ccccc1	?	6%	-4%[11.4 µM]	2%[46 µM]	-17%	i	-1%	-25%
Cc1nc([N+](=O)[O-])cn1-c1ccc(N)cc1	-8%	28%	-1%	-12%	-3%	-7%	2%	1%
O=C1/C(=C/c2ccc([N+](=O)[O-])cc2)C=C(c2ccccc2)N1c1ccccc1	-2%	nt	-1%	8%	-11%	-7%	nt	-3%
COc1ccc(-n2c(Cc3cc(=O)[nH]c(=O)[nH]3)nnc2SCc2ccccc2)cc1	-3%	-7%	8%	-3%	-3%	-9%	0%	-3%
COc1ccc(CNC(=O)CSCc2cnn(-c3ccccc3)c2-n2cccc2)cc1	?	-6%	nt	-1%	-24%	-4%	0%	-4%
CC(C)(C)C(=O)O/N=C1/C(=O)N(c2ccccc2)c2ccccc21	13%	-8%	3%	10%	?	-12%	-2%	-7%
SMILES	ALDH1A1 inh	SMN2 splice enh	L3MBTL1 block	Lamin A splicing	Tau ThT inhib	RECQ1 inh	Luc counter	KDM4E inh
Cc1ccccc1Nc1nc(Cl)c(C=O)s1	-4%	-17%	4%	?	-4%	1%	-1%	-15%
Cc1ccc(C(=O)COC(=O)CCCC(=O)NC2CCCCC2)cc1[N+](=O)[O-]	-7%	1%	4%	17%	0%	-4%	3%	6%
CCCC(=O)Nc1cccc(S(=O)(=O)N(C)c2ccccc2)c1	18%	-23%	1%	-8%	16%	i	3%	-3%
O=[N+]([O-])c1ccc(S(=O)(=O)NCC(c2cccnc2)N2CCOCC2)cc1 (stereo unspecified)	6%	4%	nt	18%[9.22 µM]	-1%	6%	-1%	-5%
C=CCn1c(N)c(C(=O)NCC2CCCO2)c2nc3ccccc3nc21 (stereo unspecified)	2%	nt	?	?	-6%	-8%	nt	-16%
C/C(=C\C(=O)c1ccc(Br)cc1)NCc1ccc(C)cc1	?	-4%	nt	?	-17%	i	-4%	-10%
CCCC(=O)n1nc(-c2ccco2)nc1N	-6%	11%	4%	-2%	-6%	-8%	-2%	3%
CC(=O)Nc1ccc(NC(=O)c2ccc(NS(=O)(=O)c3cc(C(C)(C)C)ccc3C)cc2)cc1	?	-11%	3%	?	18%	i	2%	?
COc1ccc(OCC(O)Cn2c(Br)nc3c2c(=O)[nH]c(=O)n3C)cc1 (stereo unspecified)	10%	-22%	10%	?	-6%	-3%	1%	?
COc1ccc(NC(=O)C(NC(=O)CNC(C)=O)c2ccc(C)cc2)cc1 (stereo unspecified)	?	9%	nt	-4%	4%	5%	-3%	4%
CN(C)c1ccc(P(=O)(OCc2ccccc2)C(O)c2cccnc2)cc1 (stereo unspecified)	-9%	20%	nt	4%	2%	12%	0%	-4%
Cc1sc(NC(=O)c2ccco2)c(C(c2ccncc2)N2CCOCC2)c1C (stereo unspecified)	11%	0%	-3%	0%	-16%	-4%	-6%	-1%
COc1ccc(CNC(=O)c2csc(Cc3ccc(OC)cc3)n2)cc1	-2%	5%	-4%	-2%	-14%	-7%	4%	3%
COC(=O)c1sc(NC(=O)c2ccoc2C)nc1C	-4%	22µM*	-6%	-7%	-10%	-13%	7.9µM*	?
C=CCOC(=O)C1=C(C)Nc2ncnn2C1c1cccs1 (stereo unspecified)	-2%	-23%	nt	3%	-14%	-16%	1%	6%
Cc1cc(C(=O)CN2C(=O)NC(C)(c3ccccc3)C2=O)c(C)n1CC1CCCO1 (stereo unspecified)	-9%	19%	-11%	-10%	2%	?	2%	6%
Cc1nc2ccccn2c1C(=O)NNC(=S)Nc1ccccc1	nt	nt	8%	nt	-5%	i	nt	-3%
CCn1c(SCC(=O)c2cc(C)ccc2C)nc2cc(S(=O)(=O)N3CCOCC3)ccc21	-15%	-22%	-3%	?	-7%	-23%	1%	-1%
NC(=O)[C@@H]1CCCNc2c(F)cc([N+](=O)[O-])cc2C(=O)N[C@@H](CCC(=O)O)C(=O)N[C@@H](CO)C(=O)N1	2%	2%	1%	2%	-8%	-1%	-1%	?
CC1(C)CC[C@]2(C(=O)O)CC[C@@]3(C)C(=CCC4[C@@]5(C)CCC(O)[C@@](C)(CO)C5CC[C@@]43C)C2C1 (stereo partly specified)	-5%	-1%	nt	?	-5%	i	-3%	1%
O=C1c2ccccc2C(=O)N1CCc1csc(-c2cccc(Cl)c2)n1	-4%	-8%	45%[activator]	?	-15%	-5%	0%	0%
Cc1ccccc1-c1nc(-n2ccnc2)c2ccccc2n1	-3%	-42%[inhibitor]	nt	?	?	0%	0%	0%
COCCn1c(=O)[nH]c2cc(C(=O)NCC3CCCO3)ccc2c1=O (stereo unspecified)	?	10%	13%	6%	2%	i	0%	?
CCCCOc1ccc(CN2CCC(O)CC2)cc1	32µM*	15%	-5%	1%	-8%	8%	0%	6%
CCN(CC)S(=O)(=O)c1ccccc1/C=N\O	5%	18%	nt	3%	-8%	14%	-4%	-1%
SMILES	ALDH1A1 inh	SMN2 splice enh	L3MBTL1 block	Lamin A splicing	Tau ThT inhib	RECQ1 inh	Luc counter	KDM4E inh
BrC(/C=N/N1CCN(Cc2ccccc2)CC1)=C/c1ccccc1	nt	nt	-27%	nt	?	-9%	nt	3%
CC(C(=O)Nc1cccnc1)n1cc([N+](=O)[O-])cn1 (stereo unspecified)	14%	3%	7%	nt	-3%	i	3%	1%
O=C(CN1C(=O)COc2ccccc21)N1CCN(c2ccccc2F)CC1	12%	6%	nt	-1%	-4%	-4%	-3%	-5%
Cc1ccc(/C=N/NC(=O)CSc2nnc(-c3ccccc3)n2-c2ccc(Cl)cc2)o1	?	10%	-15%	19%	-8%	i	3%	-4%
CCOC(=O)CSc1n[nH]c(-c2ccco2)n1	1%	-24%	nt	1%	-4%	-3%	16%	5%
Cc1ccc(C)c(NC(=O)C(c2ccccc2)N2CCOCC2)c1 (stereo unspecified)	16µM*	nt	4%	nt	11%	-9%	8%	1%
CC(C)NS(=O)(=O)c1ccc(OCC(=O)N2CCN(c3ccccc3)CC2)cc1	32%[activator]	-16%	1%	-20%[46 µM]	-4%	-5%	-1%	-5%
Cc1cccc(Cl)c1NC(=O)N1CCCN(c2ncccc2[N+](=O)[O-])CC1	-3%	nt	4%	10%[46 µM]	-16%	-1%	nt	-21%
Cc1ccc(N=Nc2c(C)[nH]n(-c3ccccc3)c2=O)cc1	-6%	nt	5%	-1%[46 µM]	0%	29%	-2%	-12%
Cc1onc(-c2c(F)cccc2Cl)c1C(=O)Nc1nnc(C2CC2)s1	?	-19%	28%	1%	-11%	-8%	-5%	2%
COC(=O)c1ccc(COc2ncnc3sccc23)cc1	1%	6%	-14%	14%[9.22 µM]	-7%	4%	-3%	4%
CNS(=O)(=O)c1cc(C(=O)OCC(=O)NC2CCCc3ccccc32)ccc1Cl (stereo unspecified)	-14%	11%	4%	-8%	2%	0%	-3%	-2%
CCOC(=O)COc1cc(OCC(=O)OCC)c2c(=O)cc(-c3ccccc3)oc2c1	?	-8%	-6%	-15%	-11%	-7%	6%	?
O=C(O)c1ccc(NS(=O)(=O)c2cc(C(=O)O)ccc2Br)cc1	6%	-18%	-7%	-3%	1%	-8%	4%	-10%

Part of the list above, showing only RECQ1 inh, L3MBTL1 block and Lamin A splicing:
| molecule | RECQ1 inh | L3MBTL1 block | Lamin A splicing |
| --- | --- | --- | --- |
| O=C(CN1C(=O)COc2ccccc21)N1CCN(c2ccccc2F)CC1 | -4% | nt | -1% |
| CC(C)NS(=O)(=O)c1ccc(OCC(=O)N2CCN(c3ccccc3)CC2)cc1 | -5% | 1% | -20%[46 µM] |

Bioassay records as filed in PubChem BioAssay.

This is a subset; count on the stated rates, not on these rows.
